Source: PubChem (several laboratories)
TLR4 MyD88 comp – inhibitors of TLR4-MyD88 association in cells, primary screen, cell-based, HeLa CL3-4, BLA complementation, FRET ratio; HeLa CL3-4 TLR4/MyD88 BLA complementation; 0.18% of 200,000 active; inhibition, % at 8.4 µM; Toll-like receptor 4 (Homo sapiens) + Myeloid differentiation primary response protein …; in the data active = inhibition above about 25%;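 also: 0% = vehicle and 100% = reference inhibitor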
Target sequence (O00206 whole entry, looked up): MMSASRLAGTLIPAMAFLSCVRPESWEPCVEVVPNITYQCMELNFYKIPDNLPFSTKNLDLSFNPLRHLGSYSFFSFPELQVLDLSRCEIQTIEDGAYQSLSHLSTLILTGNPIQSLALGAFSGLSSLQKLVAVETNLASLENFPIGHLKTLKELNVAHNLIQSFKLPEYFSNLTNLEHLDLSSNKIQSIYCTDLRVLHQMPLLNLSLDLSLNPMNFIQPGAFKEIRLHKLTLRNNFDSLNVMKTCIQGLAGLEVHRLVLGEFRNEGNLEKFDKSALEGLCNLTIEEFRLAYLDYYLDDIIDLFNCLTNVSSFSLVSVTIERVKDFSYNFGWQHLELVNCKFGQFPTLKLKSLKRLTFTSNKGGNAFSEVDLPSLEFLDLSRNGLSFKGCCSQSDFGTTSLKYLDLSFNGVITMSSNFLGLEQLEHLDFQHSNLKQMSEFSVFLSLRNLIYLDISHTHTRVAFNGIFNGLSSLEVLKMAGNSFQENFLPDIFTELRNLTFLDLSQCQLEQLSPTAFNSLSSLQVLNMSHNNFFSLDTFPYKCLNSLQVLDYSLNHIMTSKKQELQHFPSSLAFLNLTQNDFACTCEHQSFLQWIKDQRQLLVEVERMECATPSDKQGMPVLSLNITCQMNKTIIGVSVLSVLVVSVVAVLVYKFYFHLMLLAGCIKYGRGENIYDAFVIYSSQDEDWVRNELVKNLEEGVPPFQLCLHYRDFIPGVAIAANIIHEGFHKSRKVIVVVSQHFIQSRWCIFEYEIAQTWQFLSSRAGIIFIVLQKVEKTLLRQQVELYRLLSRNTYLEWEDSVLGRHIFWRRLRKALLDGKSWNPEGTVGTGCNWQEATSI
Target sequence (Q99836 whole entry, looked up): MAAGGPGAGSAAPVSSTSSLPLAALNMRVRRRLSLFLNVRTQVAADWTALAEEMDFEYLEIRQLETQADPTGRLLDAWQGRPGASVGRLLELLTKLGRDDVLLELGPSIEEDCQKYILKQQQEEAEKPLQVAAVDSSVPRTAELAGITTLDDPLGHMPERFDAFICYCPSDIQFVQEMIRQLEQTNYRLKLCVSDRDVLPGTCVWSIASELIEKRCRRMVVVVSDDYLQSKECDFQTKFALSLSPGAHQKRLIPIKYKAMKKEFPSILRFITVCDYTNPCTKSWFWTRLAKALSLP
DTT redox prof – compounds producing H2O2 with reducing agent – biochemical, NIH compound library profiling, artefact control for MLSCN library redox annotation, primary screen | DTT-dependent redox cycling H2O2, phenol red/HRP absorbance; 100% = 100 µM peroxide control, 0% = buffer | activation, % at 10 µM | 0.03% of 200,000 active;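 active = activation of at least 50% relative to the plate's high and low controls in the primary single-dose screen; inactive = activation below 50%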;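 also: compound incubated with DTT at 0.8 mM final as the reducing agent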
TR-FRET SRC-2 ct – TR-FRET signal artefacts, primary screen, artefact control for PPARgamma SRC-2 agonist project, biochemical; TR-FRET artefact counter-screen; active compounds read high; 0.4% of 200,000 active; TR-FRET ratio at 8 µM; AID 1049, 2008; in the data active = TR-FRET ratio above about 2000; also: inactives centre near 1500
bIAP activator – bovine intestinal alkaline phosphatase activators, primary screen, biochemical, bovine IAP, CDP-star luminescence; purified bovine IAP, 30 min; active compounds read high; fold of DMSO-control signal, blank-subtracted; activation factor at 20 µM; 0.17% of 200,000 active;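 active = activation factor of 2 or more at 20 µM, a signal rise over negative controls twice the positive control's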
PPARg SRC-1 ag – PPARgamma agonists recruiting SRC-1 coactivator, primary screen, biochemical; activation, % at 8 µM; Peroxisome proliferator-activated receptor gamma (Homo sapiens), P37231; AID 631, 2007; PPARgamma-SRC-1 coactivator recruitment biochemical assay; 0.41% of 200,000 active; in the data active = activation above about 19%;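 also: 0% = DMSO and 100% = reference agonist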
bIAP inhibitor – bovine intestinal alkaline phosphatase inhibitors, primary screen, selectivity assay for TNAP inhibitor project, biochemical, bovine IAP, CDP-star luminescence; purified bovine IAP, 30 min; inhibition, % at 20 µM; 190,000 tested, under 10 active;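 active = over 50% inhibition of intestinal alkaline phosphatase at 20 µM in the single-dose screen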
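System: Purified bovine intestinal alkaline phosphatase (IAP) enzyme | Input: IAP diluted 1/65,000,000 in the well | Also added: CDP-star chemiluminescent phosphatase substrate, 30 µM final | Dosing: 20 µM single dose | Times: Enzyme reaction for 30 min at room temperature | Detection: Luminescence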
S1P3 antag – S1P3 receptor antagonists, primary screen, cell-based; Sphingosine 1-phosphate receptor 3 (Homo sapiens), Q99500; inhibition, % at 4.98 µM; 0.27% of 170,000 active; CHO S1P3 NFAT-BLA reporter, FRET fluorescence, antagonist mode;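 active = inhibition above the plate cutoff, the mean inhibition of test wells on that plate plus 3 SD, cut at about 28% in these data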;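 also: cells challenged with S1P at its EC80 of 0.8 µM; blue over green emission ratio from cleaved BLA substrate after 4 h stimulation; 0% = S1P-stimulated wells and 100% = unstimulated DMSO-only wells; some compounds past the cut are filed as inactive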
ROMK primary – ROMK potassium channel modulators, primary screen, cell-based, thallium flux, MLSMR library. ATP-sensitive inward rectifier potassium channel 1 (Homo sapiens), P48048. Tet-inducible ROMK, thallium flux fluorescence; actives lie on both sides. B-score at 10 µM. 2% of 130,000 active. AID 1918, 2009;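 active = signal ratio slope over the read window, or its plate-corrected B-score, at least 3 SD from the plate mean, either direction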;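 also: B-score of the F/F0 ratio slope over 7 to 12 s after thallium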
PPARg SRC-3 ag – PPARgamma agonists recruiting SRC-3 coactivator, primary screen, biochemical; biochemical PPARgamma/SRC-3 coactivator recruitment assay; activation, % at 8 µM; 0.26% of 200,000 active; AID 731, 2007; in the data active = activation above about 23%;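 also: 0% = DMSO and 100% = reference agonist; some compounds past the cut are filed as inactive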
PPARg SRC-2 ag – agonists of PPARg-SRC-2 recruitment, primary screen, biochemical, HTS. Peroxisome proliferator-activated receptor gamma (Homo sapiens), P37231. PPARgamma LBD-SRC-2 recruitment. activation, % at 8 µM. 0.34% of 200,000 active. AID 1032, 2008; in the data active = activation above about 22%;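 also: 0% = vehicle and 100% = reference agonist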
L major viab – Leishmania major promastigote growth inhibition, primary screen; Leishmania major promastigotes, resazurin fluorescence viability; AID 1063, 2008; inhibition, % at 10 µM; 9% of 200,000 active; in the data active = inhibition above about 50%;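 also: promastigotes grown with compound for 44 hours at 28 °C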
* = called active by the depositor; . = no result given. No enrichment for hits, and some 11% of all compounds hit somewhere here.

Every second line gives: L major viab | ROMK primary | S1P3 antag | TR-FRET SRC-2 ct | PPARg SRC-2 ag | DTT redox prof | PPARg SRC-3 ag | TLR4 MyD88 comp | bIAP activator | bIAP inhibitor | PPARg SRC-1 ag
1) Cc1ccc(NC(=O)N2CCCC2C(=O)Nc2ccc(-n3cnnn3)c(C)c2)cc1 (stereo not drawn)
  -5.9 | . | . | 1351 | -5.0 | 0.3 | -8.0 | -0.2 | 1.2 | -22.0 | 2.9
2) CCOc1ccccc1CNC(=O)C1CCN(c2nc3ccccc3o2)CC1
  12.6 | -1.5 | -10.7 | 1568 | -5.5 | -0.7 | -5.1 | 3.9 | 0.9 | 8.0 | 7.6
3) CCOC(=O)CCNC(=O)N1CCCC(C(=O)c2cccc(Cl)c2)C1 (stereo not drawn)
  1.5 | -0.625 | 12.6 | 1643 | 4.2 | -1.0 | -4.1 | 9.8 | 1 | 0.8 | 11.0
4) CCO/C=C/C(O)(CNC(=O)COc1ccccc1F)C(F)(F)F (stereo not drawn)
  -6.1 | . | 1.2 | 1681 | 2.9 | -2.5 | 11.6 | 7.2 | 1 | 0.0 | -6.4
5) Cc1ccc(S(=O)(=O)NCCSC(C)(C)C)cc1
  -0.9 | 0.0743 | . | 1500 | -6.2 | 2.2 | -7.9 | 4.7 | 0.8 | 17.8 | 0.6
6) CC(C)n1cc(NC(=O)c2cc(-c3ccccc3)on2)cn1
  25.7 | 5.83* | . | 1407 | 2.5 | 0.7 | 10.0 | 7.8 | 0.9 | 10.0 | -8.6
7) CCCCCN1CC(O)=C(c2ccccc2)C1=N
  -2.6 | -0.279 | . | 1514 | 8.3 | 0.0 | 0.2 | 13.4 | 0.8 | 19.2 | 11.0
8) O=C(O)/C=C/C(=O)N1CCc2ccccc21
  -5.6 | 0.73 | -3.9 | 1540 | -8.0 | -0.7 | 1.3 | -8.9 | 1.3 | -27.5 | -1.1
9) Cc1ccc(N(C(=O)C(F)(F)F)C(C(=O)NC2CCCCC2)c2cccs2)cc1 (stereo not drawn)
  0.4 | . | . | 1524 | 8.2 | 2.2 | 10.4 | 1.8 | 1 | 2.1 | 4.9
10) O=C(c1n[nH]c(=O)c2ccccc12)N1CCN(c2ccccc2)CC1
  0.2 | 0.647 | -22.0 | 1623 | 5.8 | -0.6 | 7.7 | -8.0 | 1 | -0.2 | 6.0
11) O=C(O)c1ccc(N/N=C/c2ccc(OC(=O)c3ccccc3Cl)cc2)cc1
  -19.9 | 0.468 | 0.0 | 1426 | -0.9 | -0.1 | -0.1 | -9.1 | 1.2 | -24.3 | 6.2
12) O=C(c1ccc(SCc2cccc(Br)c2)c([N+](=O)[O-])c1)N1CCN(c2ccccn2)CC1
  47.4 | -1.26 | 1.2 | 1642 | 7.0 | 0.1 | 2.5 | -6.1 | 1 | -0.1 | 1.2
13) COc1cccc(Nc2ncc(C(=O)O)c3ccccc23)c1
  3.0 | . | -27.9 | 1854 | 11.4 | 0.9 | 9.2 | 5.7 | 1 | 4.4 | 10.3
14) CCOC(=O)C(Cc1ccccc1)NC(C)=O (stereo not drawn)
  -0.8 | . | . | 1602 | 7.3 | -2.5 | 7.7 | -21.1 | 0.9 | 5.9 | 3.2
15) CN1CCN(CCCC(=O)c2ccc(F)cc2)CC1
  16.9 | . | -2.6 | 1570 | -1.5 | -1.1 | -0.5 | -3.0 | 1 | 1.3 | 5.8
16) O=C(CSCc1ccco1)c1cccs1
  -5.7 | 0.881 | 22.9 | 1527 | 18.4 | 0.5 | -4.6 | -2.5 | 0.8 | 16.8 | -0.5
17) CCOCCCNS(=O)(=O)c1ccc2c(c1)CCN2C(C)=O
  -0.4 | -0.0619 | . | 1528 | -5.5 | -0.7 | -2.4 | 14.5 | 0.9 | 11.0 | -1.3
18) Cn1cccc1/C=C1\SC(=S)N(NC(=O)c2cccc(Cl)c2)C1=O
  -9.0 | 0.601 | -1.9 | 1564 | 5.0 | 0.0 | 6.3 | -20.1 | 0.9 | 7.3 | 7.7
19) COc1ccc(C2NC(=O)N(C)C3=C2C(=O)CC(C)(C)C3)cc1OC (stereo not drawn)
  -2.6 | 1.04 | -16.0 | 1520 | 5.5 | -0.7 | 4.0 | -5.8 | 0.9 | 11.4 | 4.6
20) Nc1nonc1-c1nc2ccccc2n1CC(=O)O
  1.4 | 0.0202 | . | 1624 | 5.6 | 0.2 | 3.9 | 6.4 | 1 | 4.6 | -1.3

Ordered by formula weight (smallest number first): 3 of the compounds above
Every second line gives: L major viab | ROMK primary | S1P3 antag | TR-FRET SRC-2 ct | PPARg SRC-2 ag | DTT redox prof | PPARg SRC-3 ag | TLR4 MyD88 comp | bIAP activator | bIAP inhibitor | PPARg SRC-1 ag
20) Nc1nonc1-c1nc2ccccc2n1CC(=O)O
  1.4 | 0.0202 | . | 1624 | 5.6 | 0.2 | 3.9 | 6.4 | 1 | 4.6 | -1.3
6) CC(C)n1cc(NC(=O)c2cc(-c3ccccc3)on2)cn1
  25.7 | 5.83* | . | 1407 | 2.5 | 0.7 | 10.0 | 7.8 | 0.9 | 10.0 | -8.6
2) CCOc1ccccc1CNC(=O)C1CCN(c2nc3ccccc3o2)CC1
  12.6 | -1.5 | -10.7 | 1568 | -5.5 | -0.7 | -5.1 | 3.9 | 0.9 | 8.0 | 7.6

(listing goes on)
Every second line gives: L major viab | ROMK primary | S1P3 antag | TR-FRET SRC-2 ct | PPARg SRC-2 ag | DTT redox prof | PPARg SRC-3 ag | TLR4 MyD88 comp | bIAP activator | bIAP inhibitor | PPARg SRC-1 ag
21) O=C(Cc1ccccc1F)NCC(c1ccco1)N1CCCCC1 (stereo not drawn)
  -3.9 | -0.998 | 5.6 | 1627 | 4.8 | -0.3 | 4.2 | 7.6 | 1 | -1.6 | 2.0
22) CSc1nc(-c2ccccc2)nn1S(=O)(=O)c1ccc(Cl)cc1
  -2.2 | 1.25 | . | 1455 | -2.8 | 0.4 | 2.2 | 1.7 | 0.9 | 11.6 | -1.6
23) COc1ccc(NC(=O)C(=O)NCCCn2ccnc2)cc1
  -2.2 | . | -4.8 | 1483 | -1.6 | -1.5 | -0.4 | 8.1 | 1 | -4.6 | -1.6
24) CCOC(=O)/C(N)=C/c1ncc(C(F)(F)F)cc1Cl
  -2.7 | . | . | 1584 | 3.3 | 0.5 | 6.2 | 2.0 | 0.9 | 13.5 | 3.5
25) CCCCC(=O)Nc1ccc(C(=O)NNC(=O)CCCOc2ccc(Cl)cc2Cl)cc1
  -6.0 | . | -8.8 | 1652 | 2.6 | 0.6 | -3.9 | -4.3 | 0.7 | 26.1 | 4.7
26) O=C(CSc1nnc(Nc2ccccc2F)s1)NCc1ccco1
  -8.6 | -0.895 | . | 1491 | -0.7 | -1.2 | 3.3 | -18.2 | 0.9 | 7.8 | 5.6
27) Cc1cc(C)c(S(=O)(=O)NCCCN2CCOCC2)cc1Br
  94.6* | 0.00795 | 16.2 | 1479 | 9.1 | -0.5 | 4.1 | -1.9 | 1 | 0.6 | 11.6
28) O=c1ccc(-c2n[nH]c(=S)n2-c2ccc(F)c(Cl)c2)n[nH]1
  -6.5 | 1.05 | -4.0 | 1541 | -0.7 | 0.5 | 4.3 | -1.1 | 1.1 | -7.3 | 5.9
29) Cc1cc(C(=O)N2CC(C)CC(C)C2)n(-c2ccccc2)n1 (stereo not drawn)
  -3.8 | . | -20.8 | 1495 | 7.1 | -0.1 | -0.3 | -9.7 | 1 | -4.7 | 6.8
30) CCc1ccc(CCC(=O)Nc2sc3c(c2C#N)CCCC3)o1
  -4.4 | . | -10.4 | 1647 | -0.3 | 1.9 | 14.5 | 8.3 | 0.8 | 16.2 | 8.9
31) CCn1c(NC)cc(=O)n(C)c1=O
  -6.6 | 0.957 | . | 1542 | 2.3 | -4.5 | -2.0 | -14.3 | 0.9 | 6.2 | 4.2
32) O=C(CSc1nnc(NC(=O)Cc2ccccc2)s1)NCc1ccco1
  -11.3 | 0.114 | -11.0 | 1495 | 4.6 | -0.4 | 0.8 | 11.9 | 1.1 | -6.9 | -1.4
33) COc1ccc(NC(=O)/C=C/c2ccc(F)cc2)cn1
  39.1 | -0.81 | -4.8 | 1579 | -2.8 | 0.2 | 4.6 | 3.5 | 1.2 | -15.3 | 8.4
34) COc1cc(C(=O)Nc2cccc(-c3nc4cc(C)ccc4o3)c2C)cc(OC)c1OC
  -5.8 | . | -4.6 | 1504 | 8.0 | -0.6 | -2.3 | -7.0 | 1 | 3.8 | 1.3
35) O=C(COC(=O)CCc1ccc(S(=O)(=O)N2CCOCC2)cc1)NCc1ccc(Cl)cc1
  3.6 | 0.603 | -16.3 | 1802 | 0.8 | -2.7 | -4.2 | 2.7 | 0.9 | 10.8 | -1.9
36) COc1cccc(C(=O)N2CCN(Cc3ccccc3C(F)(F)F)CC2)c1
  1.7 | . | -8.8 | 1583 | 6.7 | -0.7 | 2.9 | -6.6 | 1.1 | -6.9 | 4.6
37) CCSc1nnc(NC(=O)Cc2ccc(OC)cc2)s1
  -9.4 | . | . | 1608 | -0.3 | 0.4 | 7.9 | -5.0 | 1.1 | -11.8 | -6.3
38) CCOC(=O)C1CCCN(Cc2cn(C)nc2-c2ccc3c(c2)OCCO3)C1 (stereo not drawn)
  6.9 | -0.114 | -14.8 | 1608 | 4.9 | -1.1 | 5.1 | -4.1 | 1.1 | -8.8 | 13.2
39) CC(C)N=C(NC#N)SCC(=O)NC(C)(C)C
  -1.9 | -0.476 | -17.1 | 1771 | 0.0 | 3.0 | -7.6 | -4.8 | 0.8 | 20.2 | 3.1
40) O=C1C=C(NCCN2CCOCC2)CC(c2ccccc2)C1 (stereo not drawn)
  -0.8 | . | . | 1414 | -9.5 | 1.8 | -6.5 | 12.1 | 0.9 | 5.7 | 8.0
41) CCOc1ccc(NC(=S)C(C#N)=C2N(C)c3ccccc3N2C)cc1
  1.8 | 0.352 | -6.4 | 1563 | 17.7 | -0.9 | -0.4 | -10.0 | 0.8 | 24.2 | 22.8*
42) COC(=O)c1c(NC(=O)C2CCCCC2C(=O)O)sc2c1CCCCC2 (stereo not drawn)
  -0.1 | 0.293 | -10.7 | 1673 | 3.5 | 0.2 | -0.5 | 4.2 | 0.9 | 5.6 | 2.0
43) Cc1cccc(C)c1NC(=O)CSc1nnc(-c2ccncc2)n1Cc1ccco1
  4.8 | . | -19.4 | 1419 | -3.7 | -0.5 | -8.3 | -10.5 | 1 | -1.0 | -7.0
44) O=c1c(F)cn(C2CCCO2)c(=O)n1Cc1ccc(Cl)cc1 (stereo not drawn)
  -0.4 | 0.0407 | -11.4 | 1594 | 4.4 | -0.4 | -1.0 | 0.0 | 0.9 | 8.5 | 2.3
45) CC1CCCC(NC(=O)CNC(=S)N(Cc2ccccc2)Cc2cccs2)C1C (stereo not drawn)
  45.5 | -0.0338 | -4.0 | 1434 | -12.5 | -0.3 | 0.0 | -1.9 | 1 | 1.6 | -9.2
